Assay outcomes: PubChem BioAssay, National Center for Advancing Translational Sciences (NCATS)
N370S GC – N370S glucocerebrosidase modulation, Gaucher chaperone candidate | P04062 | N370S GC spleen homogenate, 4MU-glucoside fluorescence | Potency, µM (series often up to 59.4 µM), for the others: at the top dose activity change, negative = inhibition, actives largely listed as inhibitors | actives 0.092% (n = 330,000) | AID 2101;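 note: 0% = full enzyme activity and -100% = no enzyme basal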
DT40 TDP1 no CPT – qHTS for Inhibitors of human tyrosyl-DNA phosphodiesterase 1 (TDP1): qHTS in cells in absence of CPT. DT40 Tdp1-/- hTDP1 cells, no CPT, ATP luminescence, 48 h. Potency, µM (titrated, usually from 46.2 µM), for the others: at the highest dose activity change, negative = growth inhibition, usual class: inhibitors. actives 15% (n = 420,000); note: nearly all actives have a fitted effect of over 55% in size
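Luminescent ATP content (CellTiter-Glo) served as the growth readout. Knockout chicken DT40 cells expressing human TDP1 were exposed to compounds without camptothecin for a minimum 48 hr at 37 °C.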
TDP1 block – TDP1 (human) enzyme inhibition. Q9NUW8. actives 0.28% (n = 350,000). recombinant TDP1, AlphaScreen DNA substrate cleavage. Potency, µM (highest dose often 130 µM), inactives show at the highest dose activity change, negative = inhibition, hits mostly inhibitors; note: nearly all actives have a fitted effect of over 40% in size
Target sequence (Q9NUW8 whole entry, looked up): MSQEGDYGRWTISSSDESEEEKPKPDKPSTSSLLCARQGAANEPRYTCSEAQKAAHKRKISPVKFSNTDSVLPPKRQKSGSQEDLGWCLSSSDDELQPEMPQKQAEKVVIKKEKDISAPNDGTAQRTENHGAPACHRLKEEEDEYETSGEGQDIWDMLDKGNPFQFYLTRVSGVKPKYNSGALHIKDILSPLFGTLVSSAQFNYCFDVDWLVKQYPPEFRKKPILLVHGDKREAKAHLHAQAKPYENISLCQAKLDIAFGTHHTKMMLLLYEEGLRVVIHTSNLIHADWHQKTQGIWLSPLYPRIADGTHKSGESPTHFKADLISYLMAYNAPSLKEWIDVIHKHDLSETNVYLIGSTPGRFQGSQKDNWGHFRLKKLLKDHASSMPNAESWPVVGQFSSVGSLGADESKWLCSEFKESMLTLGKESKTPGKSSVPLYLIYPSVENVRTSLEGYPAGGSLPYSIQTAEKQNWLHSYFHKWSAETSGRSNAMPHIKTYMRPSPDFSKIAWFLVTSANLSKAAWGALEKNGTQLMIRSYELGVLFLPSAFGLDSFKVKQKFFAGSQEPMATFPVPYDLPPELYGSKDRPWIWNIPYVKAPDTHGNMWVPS
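E. coli-derived human Tdp1, 1 nM final. Cpd preinc 15 min RT; substrate 15 nM final, 5 min RT; AS bead mix 10 ug/ml final, 10 min RT. Signal loss = tyrosine-FITC cleavage. No-enzyme wells = max signal.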
* = called active by the depositor; ? = inconclusive; / = no result given; & = joins results of further samples; [ ] = another dose, or the depositor's remark. Calls come from the whole dose curve; as a rule, active = well fitted curve in the direction sought with a large enough effect; inconclusive = small, poorly fitted or top-dose-only effect, or another doubt; inactive = no such curve, though single readings can be large; an effect the other way counts as inactive or inconclusive. Unless noted, % is set by controls: 0 for no effect and ±100 for the full control effect; potency is the fitted concentration of half-maximal effect. An excerpt. The share of hits here may be higher or lower than overall.

SMILES | N370S GC | DT40 TDP1 no CPT | TDP1 block
O=C(Oc1ccc(-c2nccc(-c3ccccn3)n2)cc1)c1cccc(C(F)(F)F)c1 | -9% | ? | 4%
CC(O)[C@H]1CNC(=O)C(=O)N1CCc1cccc(F)c1 (some centres not stated) | 9% | 0% | -9%
Nc1c(Cl)c(Cl)nc(C(=O)OCC(=O)NC2CCCCC2)c1Cl | 3% | 7% | 0%
COc1ccc(CCNC(=S)c2ccccc2)cc1OC | -13% | ? | /
CCOc1ccc(NC(=O)CSc2nc3c(oc4ccccc43)c(=O)n2-c2ccccc2C)cc1 | / | 23µM* | 2%
Cn1c(Cc2ccccc2)nnc1SCC(=O)Nc1ccc2c(c1)OCO2 | 3% | -5% | 4%
CN1CCN(C(=O)C2=C[C@@H](C3CCCCC3)C[C@@H](OCc3ccc(CO)cc3)O2)CC1 | -9% | -21% | ?
CCN1C(=O)c2cccc3c(S(=O)(=O)N4CCCC4C(=O)O)ccc1c23 (configuration not stated) | -4% | -21% | /
C[C@@]12CCC3[C@@](CCC4[C@@]3(C)CCC[C@@]4(C)C(=O)NCc3ccccc3)(CC1=O)C2 (some centres not stated) | / | 18µM* | -3%
Cc1cc(C)c(C)c(S(=O)(=O)N2CCN(CC(=O)Nc3sccc3C#N)CC2)c1C | -10% | ? | 8%
FC(F)(F)c1nnc2ccc(NCn3nnc4ccccc43)nn12 | 10% | -11% | 3%
c1ccc(CSc2ncn[nH]2)nc1 | 15% | -5% | 0%
CC(C)([CH2][Sn]([CH2]C(C)(C)c1ccccc1)([CH2]C(C)(C)c1ccccc1)[O][Sn]([CH2]C(C)(C)c1ccccc1)([CH2]C(C)(C)c1ccccc1)[CH2]C(C)(C)c1ccccc1)c1ccccc1 | -1% | / | 8%
CCCCC(CC(O)COCCC)C(=O)NN (configuration not stated) | 3% | -4% | 3%
O=C(CNc1ccccc1)N/N=C/c1c[nH]c2ccccc12 | 7% | ? | 3%
CC1(C)Oc2ccc(C(=O)Nc3ccccc3)cc2N(CC#N)C1=O | 2% | -26% | /
CCc1cccc(CC)c1NC(=O)Cn1c(-c2ccccc2Cl)nc2ccccc21 | -2% | -5% | 0%
FC(F)(F)Oc1ccc(NC(=S)Nc2ccccc2N2CCOCC2)cc1 | 2% | 16µM* | 3%
NC(=O)c1ccc(NC(=O)COC(=O)c2ccc(Br)o2)cc1 | / | -2% | -1%
CC(C)N(C(=NCc1ccccc1)NC(=O)c1ccccc1)C(C)C | 8% | 1% | /

Part of the list above, reformatted:
Second line of a record – N370S GC, DT40 TDP1 no CPT, TDP1 block
CC(C)N(C(=NCc1ccccc1)NC(=O)c1ccccc1)C(C)C
    8%, 1%, /
CN1CCN(C(=O)C2=C[C@@H](C3CCCCC3)C[C@@H](OCc3ccc(CO)cc3)O2)CC1
    -9%, -21%, ?

New compounds follow.
SMILES | N370S GC | DT40 TDP1 no CPT | TDP1 block
CCCCC#Cc1ccccc1CC(=O)Nc1ccccc1 | ? | -73% | 50µM*
COc1ccccc1NCC(=O)N/N=C(\C)c1cccs1 | -5% | ? | 4%
CC(C)(C)[C@H]1C=C(C(=O)NCc2nc3ccccc3[nH]2)O[C@@H](OCc2ccc(CO)cc2)C1 | ? | ? | 1%
O=[N+]([O-])c1ccc(-c2csc(NN=C3CCCC3)n2)cc1 | 1% | 10µM* | -3%
O=S(=O)(c1ccc(Cl)s1)N1CCC2(CC1)OCCO2 | -5% | -12% | 4%[56.1 µM]
Cc1ccc(-n2nc(-c3ccc(OC(F)(F)F)cc3)cc2N)cc1C | 13% | -6% | 6%
Cc1ccc(/C=N/N2CCN(c3ccncc3S(=O)(=O)N3CCCCC3)CC2)cc1 | 2% | ? | 6%
COCC1CCCCN1C(=O)c1ccc(OC)c(OC2CCN(C(C)C)CC2)c1 (configuration not stated) | -5% | -5% | 1%
CCOC(=O)c1cc(C)sc1/N=C/C1C(=O)CCCC1=O | 28% | -18% | -5%
Cc1ccc(-c2cc([C@H]3[C@H]4C=CC[C@@H](C)[C@@H]4C(=O)N3Cc3ccccc3)ccc2F)cc1 | ? | 21µM* | -4%
COc1cccc(NC(=O)CN(C)C(=O)c2ccc(Cl)c(S(=O)(=O)N3CCCCCC3)c2)c1 | -11% | 15µM* | 2%
CC(=O)c1cccc(NC(=O)CN2C(=O)NC3(CCCCCCC3)C2=O)c1 | 0% | -28% | -4%
COCCOc1ccc(C(F)(F)F)cc1NC(=O)COC(=O)c1cc[n+]([O-])cc1 | -21% | -19% | 0%
Cc1nc(SCC(=O)c2cc3ccccc3oc2=O)c(C#N)c(-c2cccs2)c1C(=O)Nc1ccccc1 | 0% | ? | 6%
COc1ccccc1CNC(=O)c1cccs1 | 8% | -22% | -1%
CCN(CC)S(=O)(=O)c1ccc(/C=C/C(=O)OCC(=O)NCc2ccc3c(c2)OCO3)cc1 | 1% | ? | 8%
CC(=O)c1ccc(NC(=O)COC(=O)C2C3CC4OC(=O)C2C4C3)cc1 (configuration not stated) | -15% | -7% | 1%
Cc1ccnc(NC(=O)CCNC(=O)c2ccccc2Cl)c1 | 0% | 8% | 2%
Cc1cccc(NC(=O)NNC(=O)COc2ccc([N+](=O)[O-])cc2)c1C | -2% | -11% | 3%
O=c1sc2ccccc2n1Cc1ccccc1 | 4% | -2% | 1%
Cc1cc(C)nc(Sc2ccc(/C=C(\C#N)C(N)=O)o2)n1 | ? | 7% | -3%
COC(=O)c1sccc1NC(=O)Nc1ccc(F)cc1F | 1% | -2% | -1%[56.1 µM]
Cn1c(C(=O)NC2CCCCC2)cc2c(=O)n(C)c3ccccc3c21 | 21% | 16µM* | 0%
c1ccc2c(c1)c1ccccc1n2CN1CCOCC1 | -5% | -22% | 2%
COc1ccc(CNC(=O)CN2C(=O)COc3ccc(S(=O)(=O)NC4CCCC4)cc32)cc1 | -5% | 1%&-10% | 1%&6%
CCC12CN3CC(C)(CN(C1)C3c1ccccc1C)C2=O (configuration not stated) | / | -1% | 5%
COc1ccc([N+](=O)[O-])cc1NC(=O)CCC(=O)c1cccs1 | 9% | -7% | 1%
COc1ccc(/C=N/NC(=O)c2cc(-c3cccn3C)n[nH]2)cc1OC | -9% | 18µM* | 5%
Cc1c(C(=O)N2CCOCC2)sc(NC(=O)CCl)c1C#N | 3% | 12µM* | 4%[0.0935 µM]
O=C(O)CC(C(=O)Nc1cccc(C(F)(F)F)c1)C1CCCO1 (configuration not stated) | 5% | -2% | 0%
CN1CCN(C(=O)c2ccc(Cl)c(S(=O)(=O)N3CCCCC3)c2)CC1 | -10% | -12% | -5%
CCOC(=O)C(C)CC(C)C(=O)N1CCOCCOCCN(C(=O)C(C)CC(C)C(=O)OCC)CCOCC1 (configuration not stated) | 4% | -11% | -2%
N[C@H](C(=O)O)C1C(C(=O)O)C1C(=O)O (some centres not stated) | 13% | 1% | 1%
Cc1cccc(NC(=O)CCCN2C(=S)NC(C)(C)CC2C)c1C (configuration not stated) | 15% | -7% | -1%
COc1cccc(OC)c1CNC(=O)C1CCC(=O)N(CC2CCCCC2)C1 (configuration not stated) | -12% | ? | 3%
CN(C)CCC#CC(O)(c1ccccc1)c1ccccc1 | -1% | 2% | -5%
COC(=O)c1cccc(Cn2c(Cl)c(/C=N/NC(=O)c3ccccc3Cl)sc2=O)c1 | -29% | ? | 6%
Cc1ccc(N2C(=O)CC(NNC(=O)Cc3ccc(F)cc3)C2=O)cc1Cl (configuration not stated) | -1% | -23% | 5%
CCOc1ccc(CCNC(=O)CN2C(=O)c3cccnc3Oc3ccc(Cl)cc32)cc1 | -18% | 21µM* | 0%&6%
COC(=O)c1cc(Cl)c(NC(=O)c2ccc(C(C)(C)C)cc2)cc1OC | 7% | 18µM* | -3%
Cc1ccc(-n2c(-c3nn(C)cc3Cl)n[nH]c2=S)cc1 | 6% | -3% | -5%
Cc1ccc(C(=O)N/C(=C\c2ccc(Cl)cc2)C(=O)NCCN2CCOCC2)cc1 | -7% | 1% | /
O=C(CSCCO)Nc1ccc(C2CCCCC2)cc1 | 6% | -15% | 0%
Cc1ccc(NC(=O)CNCc2ccccc2)cc1Br | 8% | -30% | 5%
CN1CCN(c2ncc3c(n2)CCN(Cc2ccc(Br)s2)C3)CC1 | / | 15µM* | -1%
CCCCN1CNC(=S)N(CCc2ccccc2)C1 | 11% | ? | 3%
C/C(=N\NC(=O)C(N)=O)c1ccc2c(c1)OCCO2 | -1% | 4% | 5%
CC1Oc2ccccc2N(CC(=O)NCC2CCCO2)C1=O (configuration not stated) | -18% | -3% | 4%
O=C(OCc1nc2ccccc2s1)C1CCN(S(=O)(=O)c2cccs2)CC1 | 17% | 6% | 1%
COc1ccc(S(=O)(=O)NCc2cccn2Cc2cccc(C)c2)cc1 | / | 0% | 4%
CCOP(=O)(O)c1ccccc1OCCCCCOc1ccccc1P(=O)(O)OCC | -5% | -23% | 2%
Cc1noc(C)c1C(=O)N1CCC[C@@]2(CCN(Cc3nccs3)C2)C1 | 4% | -14% | /
O=C(COC(=O)c1cc(Cl)nc2ccccc12)c1ccc(Cl)cc1 | 2% | -13% | 3%
CCCCc1cc(=O)oc2c(C)c(OCC(=O)NCCN3CCOCC3)ccc12 | 1% | -2% | 1%
COc1ccc(-c2cc(-c3ccc(F)cc3)nc3c2COc2ccc(F)cc2-3)cc1 | / | ? | 3%
O=C(Cc1ccc(F)cc1)Oc1ccc(C(=S)N2CCCC2)cc1 | 5% | -1% | 0%
O=C(CSc1nnnn1-c1ccc(Cl)cc1)NC1CCS(=O)(=O)C1 (configuration not stated) | / | -27% | 0%
COc1ccccc1C(=O)N1CCC(c2noc(-c3ccc(S(=O)(=O)N4CCCC4)cc3)n2)CC1 | / | 16µM* | 2%
Cc1ccc(NC(=O)c2ccccc2)cc1OC(=O)c1ccccc1 | 17% | -21% | 1%
Oc1[nH]c(=S)sc1/C=C1\C(c2ccccc2)=Nc2ccccc21 | -5% | ? | -7%

A draw from above in order of heavy-atom count, lowest first:
SMILES | N370S GC | DT40 TDP1 no CPT | TDP1 block
N[C@H](C(=O)O)C1C(C(=O)O)C1C(=O)O (some centres not stated) | 13% | 1% | 1%
C/C(=N\NC(=O)C(N)=O)c1ccc2c(c1)OCCO2 | -1% | 4% | 5%
Cc1ccc(-n2c(-c3nn(C)cc3Cl)n[nH]c2=S)cc1 | 6% | -3% | -5%
CCOC(=O)c1cc(C)sc1/N=C/C1C(=O)CCCC1=O | 28% | -18% | -5%
CC1Oc2ccccc2N(CC(=O)NCC2CCCO2)C1=O (configuration not stated) | -18% | -3% | 4%
Nc1c(Cl)c(Cl)nc(C(=O)OCC(=O)NC2CCCCC2)c1Cl | 3% | 7% | 0%
O=C(Cc1ccc(F)cc1)Oc1ccc(C(=S)N2CCCC2)cc1 | 5% | -1% | 0%
Cc1noc(C)c1C(=O)N1CCC[C@@]2(CCN(Cc3nccs3)C2)C1 | 4% | -14% | /
COc1ccc(/C=N/NC(=O)c2cc(-c3cccn3C)n[nH]2)cc1OC | -9% | 18µM* | 5%
FC(F)(F)Oc1ccc(NC(=S)Nc2ccccc2N2CCOCC2)cc1 | 2% | 16µM* | 3%
COc1ccc(-c2cc(-c3ccc(F)cc3)nc3c2COc2ccc(F)cc2-3)cc1 | / | ? | 3%
CN1CCN(C(=O)C2=C[C@@H](C3CCCCC3)C[C@@H](OCc3ccc(CO)cc3)O2)CC1 | -9% | -21% | ?
Cc1ccc(-c2cc([C@H]3[C@H]4C=CC[C@@H](C)[C@@H]4C(=O)N3Cc3ccccc3)ccc2F)cc1 | ? | 21µM* | -4%
COc1ccc(CNC(=O)CN2C(=O)COc3ccc(S(=O)(=O)NC4CCCC4)cc32)cc1 | -5% | 1%&-10% | 1%&6%
Cc1nc(SCC(=O)c2cc3ccccc3oc2=O)c(C#N)c(-c2cccs2)c1C(=O)Nc1ccccc1 | 0% | ? | 6%
CC(C)([CH2][Sn]([CH2]C(C)(C)c1ccccc1)([CH2]C(C)(C)c1ccccc1)[O][Sn]([CH2]C(C)(C)c1ccccc1)([CH2]C(C)(C)c1ccccc1)[CH2]C(C)(C)c1ccccc1)c1ccccc1 | -1% | / | 8%

(list continues)
SMILES | N370S GC | DT40 TDP1 no CPT | TDP1 block
COc1ccc(C(C)C)cc1S(=O)(=O)NC1CCCC1 | -11% | -23% | 0%
CC(C)N1CCN(Cc2cccs2)CC1CCO (configuration not stated) | 9% | -12% | -7%
CCOC(=O)c1sc2cc([N+](=O)[O-])cc(SCCO)c2c1N | 2% | 2% | 5%
CCN(CC)c1ccc(N2C(=O)/C(=C/c3cccnc3)SC2=S)cc1 | 1% | -27% | -2%
COc1ccc(/C=C/C(=O)NC(=S)NNC(=O)c2cc(OC)c(OC)c(OC)c2)cc1OC | 2% | 15µM* | 5%
Cc1ccc2nc3c(c(N)c2c1)CCN3c1ccccc1 | 18% | 18µM* | -1%
CCN1C(=O)[C@H]2[C@@H](c3ccc(C)cc3)N3C(=O)N(c4ccc(C)cc4)C(=O)[C@@]3(Cc3ccc(Cl)cc3)[C@H]2C1=O | -17% | 21µM* | /
CCOc1ccccc1N(CC(=O)Nc1ccc(S(=O)(=O)N2CCOCC2)cc1)S(C)(=O)=O | -5% | -13% | /
